MEP2-GFP yeast: yeast TOR pathway MEP2-GFP modulation. GFP response vs DMSO, % at 10 µM. AID 2016. S. cerevisiae MEP2-GFP strain, flow cytometry GFP, 3 h; 100% = DMSO control level. 0.51% of 330,000 active;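 active means GFP response versus DMSO above a set limit, roughly screen mean plus 3 SD, cut at about 180% in these data; inconclusive means fewer than 70 cells counted for a yeast strain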;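 further: median GFP fluorescence of the barcode-gated MEP2-GFP cells per well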
AHR act: activates the human aryl hydrocarbon receptor | P35869 | AHR-responsive luciferase reporter cells, luminescence | activation, % at 5 µM | 2.5% of 320,000 active | AID 2796; in the data active means activation above about 47%;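 further: 0% = vehicle wells and 100% = reference agonist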
GASC-1 inh: human JMJD2C demethylase inhibition; Q9H3R0; GST-JMJD2C(1-420) H3K9me3 demethylation, DELFIA europium; inhibition, % at 2.35 µM; 0.069% of 330,000 active; AID 2099;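 active means more than half of a compound's replicate wells show inhibition beyond 50%, single wells judged on their own value; inconclusive means some, but no more than half, of replicates pass 50% inhibition; inactive means no replicate passes 50% inhibition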;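 further: signal counts dimethyl H3K9 product captured on neutravidin plate; 0% = median of DMSO wells and 100% = 0.3 times that DMSO median; strong numbers were not always called active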
Target sequence (Q9H3R0 1-420 limits assumed): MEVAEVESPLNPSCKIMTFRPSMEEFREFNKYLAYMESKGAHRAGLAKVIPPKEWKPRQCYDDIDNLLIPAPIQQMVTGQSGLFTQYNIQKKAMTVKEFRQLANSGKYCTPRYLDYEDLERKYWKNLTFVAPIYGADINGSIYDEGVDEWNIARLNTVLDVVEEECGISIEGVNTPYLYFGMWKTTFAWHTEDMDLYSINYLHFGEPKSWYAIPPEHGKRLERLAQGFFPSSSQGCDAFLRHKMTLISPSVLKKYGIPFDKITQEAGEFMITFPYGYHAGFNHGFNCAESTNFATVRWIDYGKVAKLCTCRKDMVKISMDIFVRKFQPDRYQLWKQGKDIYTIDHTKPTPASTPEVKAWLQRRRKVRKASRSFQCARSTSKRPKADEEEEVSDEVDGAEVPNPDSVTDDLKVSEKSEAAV
RPL19A TOR yeast: alters RPL19A-GFP fluorescence in TOR pathway yeast screen | S. cerevisiae RPL19A-GFP strain, flow cytometry, 3 h; active compounds read low | percent response vs DMSO, % at 10 µM | 0.3% of 330,000 active;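 active means percent response vs DMSO below 50%; inconclusive means fewer than 70 events counted for the yeast strain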;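 further: median channel GFP fluorescence of the barcoded RPL19A-GFP strain; ratio of sample median GFP to plate DMSO average so 100% = DMSO; lower means less RPL19A-GFP as with rapamycin TOR inhibition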
CR mimetic SO: caloric restriction mimetics inhibiting age-related superoxide in yeast; S. cerevisiae aged cells, superoxide DHE fluorescence; active compounds read low; superoxide response (% of plate mean), % at 10 µM; 0.18% of 330,000 active;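 active means superoxide response under a set limit, about three screen SD below normal, cut at about 65% in these data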;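 further: yeast aged for seven days with compound at 30 °C before DHE staining; 100% = average MFI of all compound-treated wells on the plate with controls excluded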
LAP4-GFP MLPCN: modulators of TOR pathway LAP4-GFP in S. cerevisiae; S. cerevisiae LAP4-GFP multiplex, flow cytometry GFP, 3 h; median GFP as percent of DMSO wells; GFP response vs DMSO, % at 10 µM; 0.34% of 320,000 active;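 active means GFP response vs DMSO above a set limit, about the screen mean plus 3 SD, cut at about 150% in these data; inconclusive means under 70 cell events counted for the yeast strain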
procasp7 counter: counter-screen: procaspase-7 (human) activation; recombinant procaspase-7, Ac-DEVD-pNA absorbance 405 nm; D23A/D198A/D206A triple mutant, cannot self-cleave; scale: DMSO 0, 5 µM enzyme 100; activation, % at 8.5 µM; 0.093% of 330,000 active;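 active means percent activation above the screen-wide mean plus 3 SD, cut at about 25% in these data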
Target sequence (P55210 whole entry D23A/D198A/D206A): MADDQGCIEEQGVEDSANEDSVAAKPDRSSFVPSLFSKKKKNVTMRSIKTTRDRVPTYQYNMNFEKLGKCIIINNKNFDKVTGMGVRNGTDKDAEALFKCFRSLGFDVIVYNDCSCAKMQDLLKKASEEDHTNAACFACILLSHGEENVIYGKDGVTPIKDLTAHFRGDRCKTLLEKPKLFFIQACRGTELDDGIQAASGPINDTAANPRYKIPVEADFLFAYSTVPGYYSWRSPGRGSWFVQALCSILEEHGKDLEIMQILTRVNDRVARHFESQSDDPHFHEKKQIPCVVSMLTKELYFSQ
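Material: Procaspase-7 triple mutant (PC-7 D3A) | Quantity: 2 µM procaspase-7 mutant as dispensed | Reagent: DEVD-pNA substrate | Times: 1 h preincubation, 2 h reaction | Technique: 405 nm absorbance of p-nitroaniline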
procasp3 activ: activates human procaspase-3. P42574. recombinant procaspase-3 D3A, Ac-DEVD-pNA absorbance 405 nm. activation, % at 8.5 µM. 0.11% of 330,000 active. AID 463141;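 active means activation above the mean of all tested compounds plus 3 SD, cut at about 21% in these data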;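 further: 0% = DMSO alone and 100% = DMSO wells spiked with extra 5 µM PC-3 D3A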
Target sequence (P42574 whole entry D9A/D28A/D175A): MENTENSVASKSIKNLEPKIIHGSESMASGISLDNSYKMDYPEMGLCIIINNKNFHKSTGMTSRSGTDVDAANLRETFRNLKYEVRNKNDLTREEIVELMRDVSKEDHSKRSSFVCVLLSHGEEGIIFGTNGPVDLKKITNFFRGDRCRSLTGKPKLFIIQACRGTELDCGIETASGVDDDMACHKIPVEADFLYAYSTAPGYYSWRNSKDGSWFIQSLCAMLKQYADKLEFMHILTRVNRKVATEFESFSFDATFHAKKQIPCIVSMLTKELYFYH
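Assay system: Procaspase-3 D3A mutant, all three cleavage aspartates alanine. Buffer or medium: Zinc-free HEPES saline buffer with Triton X-100. Times: 1 h compound preincubation, 2 h substrate hydrolysis at 25 °C. Measured by: 405 nm absorbance of p-nitroaniline, reads at 0 and 120 min. Read-out basis: percent activation relative to control range. Replicates: singlicate.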
Numbers without * were called inactive; ? = inconclusive; · = no result given.

structure | MEP2-GFP yeast | procasp3 activ | CR mimetic SO | RPL19A TOR yeast | GASC-1 inh | procasp7 counter | LAP4-GFP MLPCN | AHR act
O=C1CC(NN2CCCCC2)C(=O)N1c1ccccc1 (centres undefined) | 104 | -8 | 84 | 108 | -1 | 7 | 103 | 0
COC(=O)c1ccc(NC(=O)Cn2nc(SC)n(N)c2=S)cc1 | 101 | 6 | 113 | 98 | -10 | 6 | 100 | 20
O=S(=O)(NC1CCCC1)c1ccccc1Cl | 104 | -1 | 106 | 105 | -9 | 9 | 90 | -5
O=C1/C(=C/c2ccncc2)SC(=S)N1N1CCOCC1 | 92 | -10 | 110 | 102 | 0 | -19 | 108 | -5
O=C1CCCC2=C1C(c1ccco1)Nc1ccc3ccccc3c12 (centres undefined) | 104 | 8 | 98 | 100 | 17 | 4 | 101 | 25
CNCC(O)c1ccc(OC(=O)C(C)(C)C)c(OC(=O)C(C)(C)C)c1 (centres undefined) | 94 | 3 | 99 | 98 | · | 2 | 94 | -1
CCN(CC)C(=O)C(Sc1nnnn1-c1ccc(O)cc1)c1ccccc1 (centres undefined) | 101 | 8 | 104 | 111 | -1 | 6 | 106 | 2
COc1cccc(-n2cc3c(=O)n(C)c(=O)n(C)c3c2)c1 | 98 | -9 | 132 | 96 | -8 | 3 | 108 | 59*
CCOc1ccc(/C=N/Nc2nc(N3CCCC3)nc(N3CCCC3)n2)cc1OC | 93 | 3 | 96 | 108 | -5 | -3 | 92 | 4
Cc1cc(C(=O)CSc2nnc(-c3cccs3)n2Cc2ccccc2)c(C)n1C | 96 | -13 | 106 | 97 | 20 | 0 | 94 | -1
O=C(CNC(=O)c1ccco1)Nc1ccc(Cl)cc1 | 121 | 0 | 88 | 122 | -5 | 6 | 118 | 3
CN(C)c1oc(COc2ccccc2F)nc1C#N | 103 | 6 | 106 | 95 | 0 | 1 | 101 | -2
COc1ccc(OCc2cc(C(=O)NCC(C)Oc3cccnc3)no2)c(Cl)c1 (centres undefined) | 97 | 0 | 96 | 98 | -23 | 11 | 109 | 9
O=C(c1ccc(NS(=O)(=O)c2cccc(F)c2)cc1)N1CCCCC1 | 111 | -1 | 98 | 104 | 7 | 1 | 88 | -1
CCOC(=O)c1ccc(NC(=O)CC2C(=O)N(c3ccc(F)cc3)C(=O)N2CCC(C)C)cc1 (centres undefined) | 99 | -4 | 83 | 100 | -1 | 7 | 93 | 2
CCCOc1ccc(/C=C/C(=O)Nc2ccc([N+](=O)[O-])cc2)cc1 | 97 | 0 | 109 | 95 | -14 | 0 | 91 | 6
CC(=O)c1c(Nc2ccccc2)sc(C(=O)c2ccccc2)c1C | 99 | 0 | 79 | 97 | 31 | 3 | 98 | 7
O=C(NC(c1ccc(Cl)cc1)c1c(O)ccc2ccccc12)c1ccccc1 (centres undefined) | 99 | -7 | 90 | 98 | 0 | -4 | 102 | 15
COC(=O)C(C(=O)OC)C(C[N+](=O)[O-])c1ccc(OC)cc1 (centres undefined) | 97 | -3 | 99 | 97 | -6 | 4 | 96 | 4
O=S(=O)(c1ccc2c(c1)OCCO2)N1CCC(n2nnc3cc(C(F)(F)F)ccc32)CC1 | 103 | 11 | 112 | 99 | -1 | -5 | 102 | -1
Oc1ccc(C(=S)N2CCCC2)cc1 | 106 | -6 | 97 | 106 | -2 | -9 | 89 | 1
CN(c1ccccc1)S(=O)(=O)c1cccc(NC(=O)CSc2ncn[nH]2)c1 | 99 | 0 | 95 | 101 | -22 | 1 | 89 | -3
c1ccc(-c2nnc(SCC3CCCCO3)nc2-c2ccccc2)cc1 (centres undefined) | 101 | -5 | 97 | 99 | -24 | -4 | 100 | 3
O=C(O)c1ccc(OCCn2ccnc2)cc1 | 100 | 3 | 101 | 108 | ? | 7 | 103 | -1
CCOc1ccc(-c2cc(C(=O)N3CCN(C)CC3)c3ccccc3n2)cc1 | 99 | 3 | 84 | 94 | 2 | -4 | 96 | 16

structure | MEP2-GFP yeast | procasp3 activ | CR mimetic SO | RPL19A TOR yeast | GASC-1 inh | procasp7 counter | LAP4-GFP MLPCN | AHR act
CN1CCN(C(=O)c2ccc(N3CCCC3=O)cc2)CC1 | 99 | 5 | 96 | 101 | -10 | -3 | 98 | 0
Cc1ccc(/C=N/n2c(-c3cccc(Cl)c3)n[nH]c2=S)o1 | 95 | -23 | 104 | 93 | 8 | -26 | 104 | 11
N/C(=N\OC(=O)Cc1cccs1)c1ccccc1 | 109 | 2 | 101 | 108 | 6 | -11 | 111 | -2
CCCCCCCCNC(=O)/C(C#N)=C/c1ccc2c(c1)OCCO2 | 101 | 5 | 92 | 100 | 6 | 0 | 91 | 3
CC[n+]1c(P(=O)([O-])c2ccccc2)[nH]c2ccccc21 | 94 | 4 | 92 | 95 | 3 | 13 | 96 | -4
O=C(c1ccco1)N1CCN(C(=O)c2cccc3c2C(=O)N(C2CCCCC2)C3)CC1 | 101 | 0 | 91 | 98 | 3 | -4 | 85 | -1
O=C(NCC1CCCO1)c1cc(Br)c(Br)s1 (centres undefined) | 106 | 5 | 112 | 111 | 15 | 5 | 104 | -1
C(=N\Nc1nc(Nc2ccccc2)nc(Nc2ccccc2)n1)/c1cccnc1 | 103 | -2 | 84 | 107 | 8 | -16 | 96 | 142*
COc1ccc(Cl)c(NC(=O)NCCN2CCN(c3ccccc3)CC2)c1 | 97 | 3 | 95 | 94 | 4 | 9 | 95 | 6
Cc1ccc2sc(-c3ccc(NC(=O)c4cc(-n5cnnc5)ccc4Cl)cc3)nc2c1 | 105 | 4 | 116 | 103 | 0 | 2 | 100 | -2
COc1ccc(Cn2c(=O)c3cccnc3n(Cc3ccc([N+](=O)[O-])cc3)c2=O)cc1 | 98 | 0 | 133 | 106 | -15 | -7 | 93 | -2
CSc1ccc(CN2CCc3c([nH]c4ccccc34)C2)cc1 | 105 | -7 | 92 | 101 | -1 | -9 | 99 | 19
Cc1ccc(Cl)cc1NC(=O)c1ocnc1C | 107 | -2 | 75 | 107 | 76 | -5 | 110 | 1
CC(C)NC(=O)CSc1nc2ccccc2n1CC(=O)N1CCc2ccccc21 | 100 | 1 | 96 | 100 | 11 | -4 | 101 | -1
CC1CCN(S(=O)(=O)c2cn(C)c(=O)n(C)c2=O)CC1 | 95 | -3 | 78 | 96 | 6 | 2 | 98 | 4
Cc1ccc2nc(-c3ccc(SCC(=O)Nc4nc(C)cs4)nc3)[nH]c2c1 | 99 | 4 | 85 | 103 | 5 | -1 | 91 | 67*
Fc1cccc(Cl)c1Cn1nnc(-c2ccc(N3CCOCC3)cc2)n1 | 103 | -2 | 102 | 99 | 5 | 3 | 97 | 32
COc1ccccc1C1/C(=C(/O)c2ccc(C)cc2)C(=O)C(=O)N1CCN1CCOCC1 (centres undefined) | 90 | -5 | 95 | 93 | -22 | -11 | 94 | 12
COc1cccc(CNCCO)c1OCc1ccccc1 | 102 | 0 | 92 | 99 | -3 | 2 | 97 | 3
Cc1cccc(NC(=O)/C(C#N)=C/c2ccc(F)cc2)n1 | 85 | -6 | 83 | 89 | -29 | -2 | 103 | 8
Cc1oc(CSCC2CCCO2)cc1C(=O)O (centres undefined) | 99 | -5 | 105 | 105 | 4 | 6 | 107 | -3
O=C(O)CSc1nnc(C2CC2)n1-c1ccccc1 | 100 | -2 | 105 | 100 | 19 | 1 | 103 | -1
C/C(N)=C(/C#N)C(=O)CSc1nc2cc(Cl)ccc2s1 | 115 | 9 | 120 | 96 | 1 | -113 | 103 | 9
O=C(/C=C/c1ccccc1)N/C(=C/c1ccccc1)C(=O)N1CCOCC1 | 100 | 7 | 100 | 100 | 45 | 2 | 95 | 0
O=[N+]([O-])c1cc([N+](=O)[O-])c(Oc2c(F)cc(F)cc2F)cc1NN1CCCCC1 | 92 | -7 | 106 | 101 | -2 | 2 | 100 | 5

structure | MEP2-GFP yeast | procasp3 activ | CR mimetic SO | RPL19A TOR yeast | GASC-1 inh | procasp7 counter | LAP4-GFP MLPCN | AHR act
COc1ccc(CNC(=O)CCn2c(=O)oc3ccccc32)cc1 | 104 | -4 | 101 | 102 | -2 | 8 | 103 | 0
CCCCSc1nc(O)c(C2OC(=O)c3c2ccc(OC)c3OC)c(=O)n1C (centres undefined) | 95 | -6 | 88 | 103 | -2 | 9 | 100 | 1
COc1cc(NC(=O)c2sc3ncn(CC(=O)N4CCCCC4)c(=O)c3c2C)cc(OC)c1OC | 106 | 1 | 103 | 103 | 4 | 4 | 101 | 3
Cn1cccc1C(=O)NNC(=O)COc1ccc(C#N)cc1 | 110 | 6 | 97 | 98 | 4 | 11 | 96 | 1
Cc1ccc(NC(=O)CN(C)C(=O)c2cc(-c3ccco3)nc3ccccc23)cc1 | 93 | -23 | 89 | 99 | -24 | -28 | 105 | 3
COc1ccc(NS(=O)(=O)c2cccs2)cn1 | 98 | -4 | 105 | 97 | -3 | 1 | 99 | 2
CCOC(=O)c1c(NC(=O)CSc2nnc(-c3ccncc3)n2Cc2ccco2)sc(C)c1C | 95 | 3 | 89 | 95 | 6 | 3 | 97 | 0
CCC(C)c1ccc(N(CC(=O)NC(C)(C)C)C(=O)CNC(=O)c2cccs2)cc1 (centres undefined) | 106 | 6 | 112 | 101 | 2 | -1 | 102 | 2
O=C(CN1CCN(c2ccc(F)cc2)CC1)Nc1nccs1 | 88 | -4 | 95 | 87 | -4 | 4 | 97 | 0
CCOc1cccc(/C=N/NC(=S)Nc2ccccc2[N+](=O)[O-])c1O | 97 | -2 | 97 | 103 | -8 | -1 | 99 | 6
Cn1c(NN)nc2sc3c(c2c1=O)CC(C)(C)OC3 | 103 | 5 | 97 | 97 | -11 | 15 | 97 | 24
CCCCn1nnc(NC(=O)c2cc3ccccc3o2)n1 | 99 | 5 | 93 | 100 | 7 | 1 | 106 | 2
Cc1cc(=O)n2nc(-c3ccccc3)sc2n1 | 94 | 4 | 111 | 100 | 3 | -3 | 99 | 1
Cc1ccc(-c2csc3nc[nH]c(=O)c23)cc1 | 100 | 8 | 79 | 96 | 5 | -3 | 99 | -3
COc1ccc(N2CCN(C(=O)CCCCn3c(=O)[nH]c4ccsc4c3=O)CC2)cc1 | 103 | -2 | 101 | 99 | 2 | 2 | 106 | 3
Cc1ccnc(NS(=O)(=O)c2ccc(NS(=O)(=O)Cc3ccccc3)cc2)n1 | 110 | -9 | 98 | 104 | 4 | 4 | 106 | -1
COc1ccc(S(=O)(=O)Nc2cccc(SC)c2)cc1C(=O)N1CCOCC1 | 95 | 6 | 107 | 97 | 7 | 1 | 89 | -2
Cc1ccc(C(=O)CC(=O)c2cc(Cl)ccc2O)cc1 | 106 | -44 | 116 | 100 | -4 | -87 | 107 | 4
CCCCn1c(N)c(N(CCOC)C(=O)CSCc2ccc(Cl)c(Cl)c2)c(=O)[nH]c1=O | 97 | -14 | 96 | 93 | 8 | 10 | 101 | 6

Three entries out of the list, ordered by number of heavy atoms, ascending.
structure | MEP2-GFP yeast | procasp3 activ | CR mimetic SO | RPL19A TOR yeast | GASC-1 inh | procasp7 counter | LAP4-GFP MLPCN | AHR act
Cc1ccc(Cl)cc1NC(=O)c1ocnc1C | 107 | -2 | 75 | 107 | 76 | -5 | 110 | 1
COc1cccc(CNCCO)c1OCc1ccccc1 | 102 | 0 | 92 | 99 | -3 | 2 | 97 | 3
CC(C)NC(=O)CSc1nc2ccccc2n1CC(=O)N1CCc2ccccc21 | 100 | 1 | 96 | 100 | 11 | -4 | 101 | -1
